Screens (PubChem BioAssay)
Pol beta inh = inhibitors of human DNA polymerase beta. P06746. Pol beta primer extension/strand displacement, fluorescence kinetic. Potency, µM (top dose mostly 114 µM), inactives show at the top dose activity change, negative = inhibition, most hits filed as inhibitors. actives 1.3% (n = 340,000). AID 485314; further: potency means the concentration at half of the fitted maximal effect; on the % scale 0 is the no-effect control and ±100 the full control effect
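Enzyme-only controls used 10 nM Pol beta; buffer lacking enzyme served as negative control. Compound preincubated 15 min, then 50 nM substrate added; 0 and 10 min reads at room temperature.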
Pol iota inh = blocks human DNA polymerase iota activity; Pol iota fluorescent replication assay, 10 min; Q9UNA4; Potency, µM (top dose mostly 115 µM), for inactives: at the top dose activity, negative = inhibition, hits mostly inhibitors; actives 1% (n = 390,000); further: potency means the concentration at half of the fitted maximal effect
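Fluorescent replication assay read twice, at 0 min and 10 min after adding 50 nM (final) substrate. Enzyme (10 nM) and compounds were first incubated 15 min at room temperature; enzyme-free buffer wells were negative controls.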
Pol kappa inh = inhibitors of human DNA polymerase kappa. purified Pol kappa, fluorescent DNA synthesis assay, 10 min. Potency, µM (titrated, usually from 107 µM), without a hit: top-dose activity, negative = inhibition, actives largely listed as inhibitors. AID 588579. actives 0.53% (n = 400,000); further: potency means the concentration at half of the fitted maximal effect; on the % scale 0 is the no-effect control and ±100 the full control effect
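Kinetic fluorescence readout at 0 and 10 min followed reaction start with substrate at 50 nM final. Beforehand, enzyme (10 nM Pol kappa) stood 15 min with compound at room temperature; buffer-only wells were negative controls.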
12-LOX inh = ALOX12 (human) lipoxygenase inhibition. Potency, µM (top dose mostly 108 µM), for the others: at the highest dose activity change, negative = inhibition, usual class: inhibitors. P18054. actives 1.1% (n = 580,000). purified 12hLO, xylenol orange hydroperoxide absorbance; further: potency means the concentration at half of the fitted maximal effect; on the % scale 0 is the no-effect control and ±100 the full control effect
Target sequence (P18054 whole entry, looked up): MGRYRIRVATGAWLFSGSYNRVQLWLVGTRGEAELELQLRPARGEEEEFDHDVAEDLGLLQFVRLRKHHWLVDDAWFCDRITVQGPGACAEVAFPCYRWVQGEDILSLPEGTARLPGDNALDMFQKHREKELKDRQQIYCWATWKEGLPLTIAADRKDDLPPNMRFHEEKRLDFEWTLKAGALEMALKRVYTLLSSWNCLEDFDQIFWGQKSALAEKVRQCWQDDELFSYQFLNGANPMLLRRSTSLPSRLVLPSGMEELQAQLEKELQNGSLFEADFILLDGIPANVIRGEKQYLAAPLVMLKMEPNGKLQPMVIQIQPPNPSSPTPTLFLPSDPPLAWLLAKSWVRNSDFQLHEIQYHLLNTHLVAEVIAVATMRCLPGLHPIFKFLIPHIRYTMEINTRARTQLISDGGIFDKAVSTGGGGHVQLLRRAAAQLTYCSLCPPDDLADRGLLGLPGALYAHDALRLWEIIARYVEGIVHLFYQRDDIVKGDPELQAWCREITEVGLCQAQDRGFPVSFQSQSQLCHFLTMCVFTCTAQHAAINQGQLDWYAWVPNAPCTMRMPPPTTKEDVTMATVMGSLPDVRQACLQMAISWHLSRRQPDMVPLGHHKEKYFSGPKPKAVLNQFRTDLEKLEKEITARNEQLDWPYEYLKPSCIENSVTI
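Hydroperoxide product was detected by ferrous iron/xylenol orange as the 573 to 405 nm absorbance ratio. Arachidonic acid at 40 uM (final) was turned over for 30 min at room temperature by 150 nM human 12hLO, pH 7.0 Hepes buffer, after 15 min compound preincubation.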
APE1 inh = blocks human APE1 abasic DNA cleavage | P27695 | recombinant APE1, TAMRA/BHQ-2 abasic DNA cleavage fluorescence | Potency, µM (doses to about 65.8 µM), for the others: at the top dose activity change, negative = inhibition, most hits filed as inhibitors | actives 0.35% (n = 350,000) | AID 2517;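 further: potency means the concentration at half of the fitted maximal effect; plate controls were vehicle for no effect and reference inhibitor for full effect; nearly all actives have a fitted effect of over 55% in size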
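Measures dequenching upon AP-site incision of a 5'-TAMRA/3'-BHQ-2 THF-containing duplex, 50 nM; human APE1 0.75 nM after 15 min room-temperature exposure to compound; kinetic three-point read at one-minute spacing.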
BLM inh = inhibitors of human Bloom syndrome helicase BLM. recombinant BLM DNA unwinding, fluorescence dequenching. Potency, µM (top dose mostly 56.1 µM), for the others: at the top dose activity change, negative = inhibition, actives largely listed as inhibitors. actives 0.2% (n = 350,000). AID 2528;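 further: potency means the concentration at half of the fitted maximal effect; plate controls were vehicle for no effect and no enzyme for full effect; nearly all actives have a fitted effect of over 35% in size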
TRHR ag = activates the human TRH receptor; P34981; TRHR cells, calcium flux fluo-8, FDSS agonist mode; activation, % at 2 µM; actives 0.18% (n = 360,000); AID 493084; in the data active means activation above about 30%; further: 0% is about no effect
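TRHR-expressing cells loaded with fluo-8 calcium dye; 23 nL library compound pin-transferred, kinetic FDSS fluorescence (Ex 480/Em 530) recorded about 180 s for agonist-induced calcium release, before a 10 nM TRH EC20 addition for potentiator mode.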
Anesthetic bind = binds horse apoferritin like a general anesthetic | P02791 | apoferritin/1-aminoanthracene competitive binding, fluorescence | Potency, µM (top dose mostly 77.5 µM), without a hit: at the top dose activity change, negative = displacement, hits mostly inhibitors | actives 0.074% (n = 350,000) | AID 485281; further: potency means the concentration at half of the fitted maximal effect; on the % scale 0 is the no-effect control and ±100 the full control effect; nearly all actives have a fitted effect of over 20% in size
Target sequence (P02791 2-175 limits assumed): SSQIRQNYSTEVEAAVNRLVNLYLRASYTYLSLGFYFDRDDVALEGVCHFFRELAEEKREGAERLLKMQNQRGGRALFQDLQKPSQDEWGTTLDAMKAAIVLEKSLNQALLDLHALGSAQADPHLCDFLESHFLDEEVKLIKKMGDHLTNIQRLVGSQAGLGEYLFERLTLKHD
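Horse-spleen apoferritin (10 uM) was mixed with 50% saturated 1-aminoanthracene in PBS, exposed to compounds for 10 min at room temperature, and read for fluorescence (ex 380 nm, em 535 nm). Competitive displacement was fitted with a four-parameter Hill equation.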
ERG Ets-DNA blk = ERG Ets/DNA interaction inhibition; fluorescence polarization, His-ERG Ets domain / labelled DNA; Potency, µM (doses to about 76.9 µM), for the others: at the highest dose FP activity, negative = inhibition, hits mostly inhibitors; actives 0.028% (n = 370,000); active means well fitted inhibition curve with a large enough effect in the polarisation, with a control signal flat; inconclusive means small, poorly fitted or top-dose-only effect, or effect the other way, or a change in a side signal; inactive means no such curve, though single readings can be large or run the other way; the % refers to the polarisation;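 further: polarization taken with two DNA probes labelled with fluorescein and Texas red; potency means the concentration at half of the fitted maximal effect; % of control where 0% means no effect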
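His-tagged ERG Ets domain (1 uM in the protein solution; 300mM KCl, 50mM Tris-HCl, 1mM EDTA, 1mM DTT, pH 7.5) received compound, then a probe mix of 5 nM fluorescein-DNA and 100nM Texas-615-DNA. Fluorescence polarization was read for both dyes.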
Numbers without * were called inactive; ? = inconclusive; · = no result given; & = joins results of further samples; [ ] = dose if it differs, or a comment. Unless noted, the call rests on the fitted dose curve; in most records, active means well fitted curve in the direction sought with a large enough effect; inconclusive means small, poorly fitted or top-dose-only effect, or another doubt; inactive means no such curve, though single readings can be large; an effect the other way counts as inactive or inconclusive.

SMILES	12-LOX inh	Anesthetic bind	Pol kappa inh	Pol iota inh	ERG Ets-DNA blk	APE1 inh	TRHR ag	BLM inh	Pol beta inh
O=S(=O)(c1ccccc1)N1CCN(Cc2ccc(Cl)cc2)CC1	0%	41%[activator]	6%	22%	9%	18%	0.1	-9%	26%
CCOC(=O)c1cccc(NC(=O)CN2C(=O)CC(C)(C)Sc3ccccc32)c1	5%	-19%	-4%	16%	-3%	·	0.2	-4%	2%
O=C(Cn1cnc([N+](=O)[O-])c1)Nc1ccccc1C(F)(F)F	4%	-6%	-2%	24%	4%	-13%	2.6	0%	30%
CCOc1ccc(N(CC)C(=O)COc2cc(=O)n(C)c3ccccc23)cc1	?	7%	-8%	23%	0%	-10%	-0.1	-1%	15%
CC(C)OC(=O)c1c(NS(=O)(=O)c2ccccc2)sc2c1CCCC2	-24%[57.4 µM]	-4%	-17%	-3%	-11%	11%	-0.1	-9%	-28%
Nc1c(Br)cc2c([nH]c(=O)c3ccccc32)c1Br	-7%	·	-24%	?	-3%	·	·	·	·
CC(Oc1ccccc1)c1nnc(SCC(=O)NC2CC2)n1C (configuration not stated)	0%	-1%	-3%	55%[activator]	-1%	11%	0.2	2%	22%
CCCN1CNC(=S)N(c2ccc(C(=O)OCC)cc2)C1	0%	2%	-5%	13%	-3%	6%	0.0	4%	1%
CC(=O)Nc1ccc(OC(=O)Oc2ccc(NC(C)=O)cc2)cc1	9%	36%[activator]	0%	-17%	-10%	0%	-1.3	-1%	35%
CCOC(=O)C/C(N)=N/N(C)c1ncc(C(F)(F)F)cc1Cl	10%	-18%	-10%	92%[activator]	1%	-8%	1.1	-1%	-18%
Cc1ccc(NC(=O)CSc2nc3c(c(=O)[nH]2)CN(Cc2ccc(F)cc2)CC3)cc1C	-6%	1%	-10%	8%	·	15%	1.1	7%	16%
CC(C)(C)c1ccc(S(=O)(=O)NCC(=O)Nc2ccc(-c3nc4ccccc4s3)cc2)cc1	0%	-12%	-12%	8%	2%	-4%	1.1	-3%	-2%
Cc1ccc(S(=O)(=O)N/N=C(\c2ccccc2)C2CC2)cc1	-29%	-14%	5%	-8%	0%	-13%	-0.7	-4%	28%
O=C(O)C[C@H]1c2cc(F)ccc2S(=O)(=O)N1C1CCN(Cc2ccccc2)CC1	-14%	·	-9%	79%[activator]	9%	·	·	·	·
COc1ccc(-c2nn(-c3ccccc3)cc2C(=O)Nc2nccs2)cc1	?	0%	-3%	6%	6%	-8%	0.9	-8%	5%
COc1cccc(C(=O)N/N=C(/c2ccccc2)c2ccccn2)c1	4%	-15%	1%	29%	4%	-11%	-0.2	1%	-2%
CCn1cc(C(=O)Nc2ccc(OC)c(S(=O)(=O)N3CCCCC3)c2)c(=O)c2ccc(C)nc21	?	7%	-6%	-13%	1%	-2%	-0.2	-7%	13%
CC(=O)c1ccc(NS(=O)(=O)c2ccc(Br)s2)cc1	-12%	-8%	8%	11%	2%	·	0.1	-6%	-1%
CC(CCN1CCC(CN2C(=S)NCC2Cc2ccccc2)CC1)c1ccccc1 (configuration not stated)	?	·	-1%	24%	9%	·	·	·	·
O=C(COC(=O)c1cc([N+](=O)[O-])ccc1N1CCOCC1)NC1CCCCC1	-29%	·	-5%	21%	8%	16%	-0.3	·	·
Cc1c(Cl)cnn1CC(=O)NC1C(=O)N2C(C(=O)O)=C(CSc3nnnn3C)CSC12 (configuration not stated)	-1%	-7%	?	?	-20%	?	0.0	0%	20µM*
Cc1nn(-c2ccccc2)c(C)c1CNC(=O)c1ccc(S(=O)(=O)NCc2ccco2)cc1	0%	·	0%	-7%	10%	-1%	·	·	·
CCOC(=O)c1c(C)[nH]c(C)c1C(=O)COC(=O)c1ccc(O)cc1	0%	-6%	-1%	179%[activator]	-1%	1%	0.0	0%	-21%
O=C(NCC1CCCO1)c1ccccc1NS(=O)(=O)c1cccc([N+](=O)[O-])c1 (configuration not stated)	20%	·	-9%	2%	-3%	12%	·	·	·
COc1cccc(C2=NOC(C(=O)NC(C)(C)C)C2)c1 (configuration not stated)	15%&56%	-12%	-1%	-13%	14%	-6%	0.3	0%	44%
N#Cc1ccccc1CCN1C(=O)c2ccccc2C1=O	84%[activator]	?	2%	23%	9%	7%	0.0	-8%	7%
Cc1cccc(C(=O)OC(C)CN2CCCC2)c1 (configuration not stated)	0%	-16%	1%	?	8%	6%	-0.1	-1%	-27%
COc1ccc(C(=O)C(C)OC(=O)COc2ccccc2)cc1 (configuration not stated)	169%[activator]	·	-3%	12%	13%	-10%	·	·	·
CNc1cnn(-c2ccccc2)c(=O)c1Cl	3%	-8%	-2%	-2%	-3%	-3%	0.0	-1%	15%
CCOC(=O)N1CCN(C(=O)C2CC(c3cc(OC)ccc3OC)=NO2)CC1 (configuration not stated)	16%	-16%	-1%	23%	-4%	1%	-1.2	-4%	12%
Cc1cccc(Cn2nnc(C(=O)Nc3cc(C)ccc3C)c2N)c1	?	?	-29%	-20%	6%	·	0.2	-6%	-14%
Cc1nc(Nc2ccccc2)[nH]c(=O)c1CCC(C)C	-18%	1%	-4%	-11%	13%	0%	2.6	-3%	1%
Cc1ccc(C23CC4CC(CC(C(=O)N5CCN(C)CC5)(C4)C2)C3)cc1	-19%	-10%	-1%	30%	4%	0%	2.2	3%	18%
CC(=O)C1C(c2cccc(F)c2)NC(=O)NC1(O)C(F)(F)F (configuration not stated)	-16%	-5%	13%	10%	-3%	0%	0.4	-2%	15%
CCN(CC)S(=O)(=O)c1ccc(OC)c(NC(=O)c2ccc(=O)[nH]c2)c1	-24%	-8%	-9%	-8%	9%	2%	0.4	-2%	4%
CC(=O)Nc1ccc(S(=O)(=O)N2CCN(C(=O)c3ccccc3F)CC2)cc1	0%	1%	-2%	4%	-14%	3%	0.9	3%	0%
CCCNC(=O)CCc1c(C)nc2nc(-c3cc(OC)cc(OC)c3)nn2c1C	0%&0%	-8%&-6%	-5%&-14%	-2%&17%	-6%&-5%	13%	-0.3&0.3	1%&-6%	21%&5%
NC(=O)C1CCN(C(c2ccccc2)c2nnnn2C2CCCC2)CC1 (configuration not stated)	7%	3%	-1%	-8%	-1%	1%	-0.4	-9%	5%
Cc1nn(-c2ccccc2)c(-n2cccc2)c1C(=O)N1CCN(c2ccccc2)CC1	-4%	-18%	-2%	58%	1%	·	-1.0	2%	30%
CCOc1ccccc1NS(=O)(=O)c1ccc2c(c1)CC(C)N2C(=O)C1CC1 (configuration not stated)	-5%	-5%	4%	4%	-9%	·	0.0	-1%	23%
CC1CCCC(NC(=O)CCCn2ncn3c(cc4occc43)c2=O)C1C (configuration not stated)	-1%	-31%	-6%	34%[activator]	-3%	19%	-0.6	-1%	27%
Cc1ccc(NC(=O)COC(=O)C2CCN(c3ccc(C(F)(F)F)cn3)CC2)cc1C	?	·	-10%	19%	15%	-25%	-0.2	·	·
COC(=O)C1CSc2[nH]c(=O)sc2C1c1ccc(OC)c(OC)c1 (configuration not stated)	-20%	-9%	-8%	1%	-4%	3%	-0.3	-1%	13%
O=c1c(Cl)c(NCc2ccc(F)cc2)cnn1C12CC3CC(CC(C3)C1)C2	7%	7%	-11%	10%	5%	0%	-0.7	-11%	19%
CN(C)CCN=Cc1c(O)n(-c2ccc(S(=O)(=O)N3CCOCC3)cc2)c(=O)c2ccccc12	13%	·	2%	-29%	4%	-4%	0.8	·	·
O=S(=O)([N-]c1nc2ccccc2nc1-[n+]1ccc(-c2ccncc2)cc1)c1ccccc1	-24%	20%	-4%	92%[activator]	4%	-4%	13	-3%	0%
Cc1cc(Cl)ccc1NC(=O)CSc1nc2c(c(=O)[nH]1)CCC2	-16%	-11%	-2%	19%	-6%	·	0.4	1%	5%
Cc1ccc(S(=O)(=O)CC(=O)Nc2ccc(S(=O)(=O)Nc3onc(C)c3C)cc2)cc1	5%	0%	-4%	-13%	·	0%	1.5	-1%	-5%
CC(C)[C@H]1CN(C)CCN1Cc1cn(C)nc1-c1cccc(Cl)c1	-19%	-14%	2%	29%	-12%	5%	0.9	-2%	41%
Cc1cccc2c1-c1sc(C(=O)NCc3ccccc3Cl)cc1CO2	-24%	224%[activator]	-3%	11%	-1%	·	0.3	-5%	16%
CC(C)/C=C1\CCCCC1N(C)C(=O)NC(C)C (configuration not stated)	429%[activator]	-15%	-4%	-9%	5%	1%	-0.3	1%	-9%
COc1ccc(CNCc2cc(C)c(OC)cc2C)c(OC)c1	?	-3%	5%	-19%	20%	10%	1.7	-1%	11%
Cc1ccnc(NC(c2ccccc2F)c2ccc3cccnc3c2O)c1 (configuration not stated)	22µM*	4%	-4%	8%	-2%	·	2.8	-7%	22%

Entries listed so far containing a tert-butyl group:
SMILES	12-LOX inh	Anesthetic bind	Pol kappa inh	Pol iota inh	ERG Ets-DNA blk	APE1 inh	TRHR ag	BLM inh	Pol beta inh
CC(C)(C)c1ccc(S(=O)(=O)NCC(=O)Nc2ccc(-c3nc4ccccc4s3)cc2)cc1	0%	-12%	-12%	8%	2%	-4%	1.1	-3%	-2%
COc1cccc(C2=NOC(C(=O)NC(C)(C)C)C2)c1 (configuration not stated)	15%&56%	-12%	-1%	-13%	14%	-6%	0.3	0%	44%

These rows are one share of the data; count on the stated rates, not on these rows.
